# MPTP block: mitochondrial permeability transition pore inhibitors, primary screen, biochemical, isolated mouse mitochondria, absorbance | Ca2+ swelling absorbance, 30 min | inhibition, % at 10 µM | actives 1.4% (n = 360,000) | AID 602449, 2012;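 active = inhibition of 50% or more, scaled per plate between neutral and stimulator controls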;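 also: 0% = DMSO wells given calcium and 100% = 1 mM EGTA wells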
# GRIN3A LBD mod: binders of NR3A ligand-binding domain, primary screen, biophysical, differential scanning fluorimetry, uHTS; actives 2.5% (n = 340,000); NR3A LBD differential scanning fluorimetry, Tm shift; 0% = protein alone, 100% = glycine-bound protein; AID 1259313, 2017; Glutamate receptor ionotropic, NMDA 3A (GRIN3A) ligand-binding domain; Tm shift relative to glycine control, % at 25 µM;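 active = melting temperature shift of at least 10% of the positive control shift, at one fixed dose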
# PfGluPho inh: PfG6PD enzyme inhibitors, primary screen, biochemical, fluorescence intensity, uHTS; glucose-6-phosphate dehydrogenase-6-phosphogluconolactonase (Plasmodium falciparum 3D7); PfGluPho enzyme, NADPH resazurin-diaphorase fluorescence; inhibition, % at 20 µM; actives 0.78% (n = 350,000); AID 504690, 2011;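 active = inhibition reaching at least a set limit at 20 µM in the primary screen, cut at about 59% in these data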;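 also: 0% = DMSO wells with substrate and 100% = DMSO wells lacking glucose-6-phosphate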
# SENP6 block: SENP6 protease inhibitors, primary screen, biochemical, luminescence, uHTS | Recombinant SENP6 catalytic domain, aminoluciferin luminescence | inhibition, % at 10 µM | Sentrin-specific protease 6 (Homo sapiens), Q9GZR1 | actives 1.8% (n = 330,000) | AID 2599, 2010;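 active = inhibition above about 50% at the single tested dose, limit read from the data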;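 also: plate controls were DMSO wells with enzyme for no effect and DMSO wells lacking enzyme for full effect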
# Target sequence (Q9GZR1 628-1112 limits assumed): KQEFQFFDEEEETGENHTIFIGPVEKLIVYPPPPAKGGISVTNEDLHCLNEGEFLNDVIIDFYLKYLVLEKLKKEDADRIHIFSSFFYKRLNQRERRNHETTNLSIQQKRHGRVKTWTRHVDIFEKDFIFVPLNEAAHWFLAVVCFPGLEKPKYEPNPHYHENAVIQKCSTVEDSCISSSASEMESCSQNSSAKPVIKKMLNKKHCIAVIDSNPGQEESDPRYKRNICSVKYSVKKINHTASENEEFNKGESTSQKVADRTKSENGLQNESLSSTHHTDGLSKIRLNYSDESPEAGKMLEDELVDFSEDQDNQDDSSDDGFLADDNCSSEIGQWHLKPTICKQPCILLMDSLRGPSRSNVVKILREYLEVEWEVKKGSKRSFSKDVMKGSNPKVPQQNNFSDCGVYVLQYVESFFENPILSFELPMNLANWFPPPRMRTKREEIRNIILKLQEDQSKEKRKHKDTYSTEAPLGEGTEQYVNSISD
# SENP8 inh: human SENP8 protease inhibitors, primary screen, biochemical, fluorescence, Nedd8 protein substrate, uHTS; actives 0.64% (n = 360,000); AID 602440, 2012; recombinant SENP8; Sentrin-specific protease 8 (Homo sapiens), Q96LD8; inhibition, % at 20 µM; in the data active = inhibition mostly above about 40%, no sharp cut-off; inactive = mostly below about 27%
# ATG4B inh: ATG4B protease inhibitors, primary screen, biochemical, fluorescence, uHTS | inhibition, % at 8.33 µM | actives 0.51% (n = 340,000) | Cysteine protease ATG4B (Homo sapiens), Q9Y4P1 | AID 504462, 2011 | ATG4B cleavage of LC3-PLA2, NBD-HPC fluorescence, 1 h; in the data active = inhibition above about 40%
# Target sequence (Q9Y4P1 whole entry, looked up): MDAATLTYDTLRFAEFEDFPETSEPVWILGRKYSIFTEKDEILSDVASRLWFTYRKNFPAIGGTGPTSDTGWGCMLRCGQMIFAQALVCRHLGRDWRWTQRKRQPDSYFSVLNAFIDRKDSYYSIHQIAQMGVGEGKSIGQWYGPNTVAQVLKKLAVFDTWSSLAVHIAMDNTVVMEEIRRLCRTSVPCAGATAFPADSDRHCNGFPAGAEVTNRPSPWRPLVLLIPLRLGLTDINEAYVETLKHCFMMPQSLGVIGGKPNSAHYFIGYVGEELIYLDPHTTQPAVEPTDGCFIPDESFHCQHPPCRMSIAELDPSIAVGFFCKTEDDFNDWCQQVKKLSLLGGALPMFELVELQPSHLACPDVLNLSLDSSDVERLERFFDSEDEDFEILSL
# HKDC1 inhibitor: HKDC1 hexokinase inhibitors, primary screen, biochemical, fluorescence, uHTS; Q2TB90; recombinant HKDC1, G6PDH/diaphorase resazurin coupled fluorescence; inhibition, % at 20 µM; actives 0.16% (n = 340,000); AID 493160, 2011;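 active = inhibition above about 35% when tested at 20 µM, limit read from the data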;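 also: plate controls were DMSO wells with enzyme for no effect and DMSO wells lacking enzyme for full effect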
#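 Test system: recombinant HKDC1 (HK5) hexokinase enzyme, produced in-house / Doses: 20 µM test compound, 1% DMSO / Timing: 90 min, room temperature / Detection: G6PDH/diaphorase-coupled fluorescence, 1 mM NADP, 100 µM resazurin, 525/613 nm / Control set: DMSO wells with and without enzyme mix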
# SENP7 block: SENP7 protease inhibitors, primary screen, biochemical, luminescence, uHTS; Sentrin-specific protease 7 (Homo sapiens), Q9BQF6; recombinant SENP7, Z-RLRGG-aminoluciferin luminescence, 40 min; inhibition, % at 5 µM; actives 1.5% (n = 330,000); AID 434973, 2010;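 active = inhibition above about 50% at the single test dose, limit read from the data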;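 also: plate controls were DMSO with enzyme for no effect and no enzyme buffer wells for full effect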
# An asterisk follows results filed as active; . = not tested or not shown.
SMILES,MPTP block,GRIN3A LBD mod,PfGluPho inh,SENP6 block,SENP8 inh,ATG4B inh,HKDC1 inhibitor,SENP7 block
Cc1cc(S(=O)(=O)N2CCOCC2)ccc1NC(=O)c1ccc(F)cc1,0.4,-4,-5,8,6,3,-7,-2
Cc1[nH]n(C2=NCCS2)c(=O)c1N=Nc1cccc(C(F)(F)F)c1,-29,-4,-39,74*,30,-1,-2,31
CS/C(=C\C(=O)c1ccco1)Nc1ccccc1Cl,0.1,3,19,-2,19,-2,0,5
CCOC(=O)c1ccc(NC(=O)CN(C)S(=O)(=O)c2ccc(OC)cc2)cc1,0.8,2,-18,1,10,-4,-5,1
CCOc1ccccc1Oc1cn[nH]c1-c1ccc(OCC(=O)NN)cc1O,0.1,-2,-1,-21,26,-1,-6,-4
CC(=O)Nc1c2c3c(cccc3n(C)c1=O)C(=O)c1ccccc1-2,0.3,-1,-24,-14,-192,-2,-9,0
CCOC(=O)C1(Cc2ccccc2C)CCCN(C(=O)c2ccoc2)C1 (stereo unspecified),-0.4,-1,11,0,14,0,-5,-10
CC(C(=O)NCCCc1ccccc1)c1ccc([N+](=O)[O-])cc1 (stereo unspecified),0.9,-4,7,13,14,-3,-10,6
O=C(COC(=O)CCc1nc2ccccc2c(=O)[nH]1)Nc1ccccc1,0.0,0,3,-9,4,-4,-2,-12
Cc1cc(C)n(/N=C/c2c[nH]c3ccccc23)c(=O)c1C#N,-0.6,-5,-12,-9,-18,-18,5,6
Cc1ccc(NNC(N)=S)cc1Cl,0.9,1,28,-2,60*,3,2,-5
O=C(N/C(=C\c1ccc(F)cc1)C(=O)N1CCCCCC1)c1ccccc1,1.2,0,4,3,17,1,-4,4

# Brought forward from above: 2 entries, then new ones.
SMILES,MPTP block,GRIN3A LBD mod,PfGluPho inh,SENP6 block,SENP8 inh,ATG4B inh,HKDC1 inhibitor,SENP7 block
Cc1ccc(NNC(N)=S)cc1Cl,0.9,1,28,-2,60*,3,2,-5
O=C(N/C(=C\c1ccc(F)cc1)C(=O)N1CCCCCC1)c1ccccc1,1.2,0,4,3,17,1,-4,4
C=CCn1c(SCC(=O)c2c(N)n(CCC)c(=O)n(C)c2=O)nnc1-c1ccncc1,10,0,-10,9,13,-2,-1,-1
CN1CC(c2ccccn2)C2(SC(=S)N(Cc3ccccc3)C2=O)C12C(=O)Nc1ccccc12 (stereo unspecified),-1.5,-4,29,9,15,10,-2,3
CC(NC1c2ccccc2-c2ccccc21)c1ccccc1 (stereo unspecified),0.8,1,-5,-13,20,-2,0,-4
Cc1ccc2c(C)c(C(=O)N3CCCC(C(N)=O)C3)oc2c1C (stereo unspecified),-0.7,-2,5,-7,2,2,-6,-9
S=C(NCC1CCCO1)Nc1ccccc1 (stereo unspecified),1.8,3,9,-28,12,-3,-9,-2
COc1ccc(C(C(=O)NC2CCCC2)N(CC2CCCO2)C(=O)Cn2nnc(-c3ccc(C)o3)n2)cc1 (stereo unspecified),0.5,0,-5,6,1,-8,-4,1
O=C(Nc1ccc(Cc2ccncc2)cc1)c1cccs1,-0.1,-1,23,-20,13,-16,-4,3
COc1ccc(/C=C/C(=O)OCC(=O)NCc2cccs2)cc1OC,-0.6,1,-13,5,-122,3,-5,2
COc1ccc(NC(=O)CN(c2cc(C)cc(C)c2)S(=O)(=O)c2c(C)n[nH]c2C)cc1,-1.8,-5,-5,-1,4,-12,-5,-2
O=C1CNC(=S)N1CCCc1ccccc1,-0.3,1,9,0,5,-2,-4,10
CN(Cc1cccs1)C(=O)CCCc1c[nH]c2ccccc12,-0.3,-1,20,2,6,-10,0,6
CCC(CO)NCC(O)COCc1ccc2c(c1)OCO2 (stereo unspecified),2.1,0,-16,7,9,2,17,-4
CCCCC[C@H]1CN(C2CCCCC2)C(=O)[C@@H]1CC(=O)NCc1ccc(OC)cc1,-0.2,-2,23,-6,13,3,-3,5
CSc1ncccc1C(=O)OCC(=O)c1ccc(C)s1,-1.0,2,-1,-18,1,2,-4,38
CC(=O)N1CC(C)Sc2ccc(S(=O)(=O)NC(C)c3ccccc3)cc21 (stereo unspecified),1.1,-1,3,-11,21,-4,-7,13
Oc1ccc(/C=N/Nc2cc(N3CCCC3)nc(N3CCCC3)n2)cc1,-0.8,4,4,49,4,-3,7,78*
O=C(c1cc(=O)[nH]c2ccccc12)N1CCN(Cc2ccc3c(c2)OCO3)CC1,0.3,1,-11,-8,-86,10,2,0
Cc1cccc(N(C(=O)Cn2nnc3ccccc32)C(C(=O)NC(C)(C)C)c2ccsc2)c1 (stereo unspecified),0.1,3,-3,2,19,-12,1,7
CC(Oc1ccccc1[N+](=O)[O-])C(=O)N/N=C/c1ccoc1 (stereo unspecified),-0.2,-1,-10,-29,5,2,-2,6
N#Cc1ccc(COC(=O)Cn2nnc(-c3ccccc3)n2)cc1,-1.0,2,-2,-13,19,-14,1,5
COCCn1nnnc1CN1CCN2CCCC2C1 (stereo unspecified),-1.3,4,-11,1,4,12,9,0
COC(=O)c1sccc1S(=O)(=O)Nc1ccc(S(N)(=O)=O)cc1,0.0,4,-8,-7,20,1,-4,2
O=C(Cn1c(=O)cnc2ccccc21)N1CCN(S(=O)(=O)c2cccc([N+](=O)[O-])c2)CC1,-0.8,1,-11,-1,10,-4,2,14
CCN(CC)CCNC(=O)c1ccc(NC(=O)c2cc(S(=O)(=O)N3CCCCC3)ccc2N2CCOCC2)cc1,1.0,0,-12,.,5,1,1,.
Cc1ccc(S(=O)(=O)N(C)c2ccc(OCC(=O)N3CCCCC3)cc2)cc1,1.2,-1,12,-6,3,-3,8,-3
Cc1ccc(NC(=S)/N=C(\N)Nc2nc(C)c3cc(C)ccc3n2)c(C)c1,0.8,-3,-2,-28,-38,-9,8,-1
CC1CCc2nc3ccccc3c(C(=O)OCC(=O)N3CCc4ccccc43)c2C1 (stereo unspecified),0.6,-20,16,-21,-5,-11,-5,-5
Cc1c(NS(=O)(=O)c2ccc(N3CCN(C)CC3)c([N+](=O)[O-])c2)c(=O)n(-c2ccccc2)n1C,-0.7,-3,2,-5,9,-7,-5,0
CSc1nnc(C)c(=O)n1COC(=O)c1ccc([N+](=O)[O-])cc1,1.1,2,3,0,2,27,-3,1
CSc1cccc(NC(=O)Cn2cnc(S(=O)(=O)N3CCCC3)c2)c1,-1.4,0,7,0,10,2,8,0
NC(=O)C1(c2ccccc2)OC1c1ccccc1 (stereo unspecified),-1.2,0,14,-10,9,6,-5,-7
Cc1cc(C)nc(NC(=NCc2ccc3c(c2)OCO3)NC(=O)Nc2ccccc2)n1,-0.2,0,9,3,20,3,-5,7
Cc1ccc(C(=O)N/C(=C\c2ccc(Br)cc2)c2nc(=S)[nH][nH]2)cc1,6.2,9,17,-4,-30,-12,-3,9
Brc1cccc(-c2nnc(-c3ccccc3)o2)c1,2.8,2,-6,87*,15,0,4,79*
O=C1CC(c2ccccc2)NC(=O)N1 (stereo unspecified),-3.7,8,4,-4,21,-4,-5,4
CC(C)(C)S(=O)(=O)Cc1nc(-c2ccc(Cl)c(Cl)c2)cs1,1.6,2,12,-15,22,-4,-5,1

# The last six compounds of the part above are carried over, then new ones follow.
SMILES,MPTP block,GRIN3A LBD mod,PfGluPho inh,SENP6 block,SENP8 inh,ATG4B inh,HKDC1 inhibitor,SENP7 block
NC(=O)C1(c2ccccc2)OC1c1ccccc1 (stereo unspecified),-1.2,0,14,-10,9,6,-5,-7
Cc1cc(C)nc(NC(=NCc2ccc3c(c2)OCO3)NC(=O)Nc2ccccc2)n1,-0.2,0,9,3,20,3,-5,7
Cc1ccc(C(=O)N/C(=C\c2ccc(Br)cc2)c2nc(=S)[nH][nH]2)cc1,6.2,9,17,-4,-30,-12,-3,9
Brc1cccc(-c2nnc(-c3ccccc3)o2)c1,2.8,2,-6,87*,15,0,4,79*
O=C1CC(c2ccccc2)NC(=O)N1 (stereo unspecified),-3.7,8,4,-4,21,-4,-5,4
CC(C)(C)S(=O)(=O)Cc1nc(-c2ccc(Cl)c(Cl)c2)cs1,1.6,2,12,-15,22,-4,-5,1
COC(=O)CN1C(=O)N(c2ccccc2)C(N(O)C(=O)Nc2ccccc2)C1(C)C (stereo unspecified),-1.0,4,10,-9,4,-8,-2,-3
CNc1ccc(Br)cc(C(=O)/C=C/c2ccc(OC)cc2)c1=O,4.6,-2,46,8,-24,1,12,4
CCCCCCc1c(C)c2ccc(OCC(=O)N3CCC[C@H]3C(=O)O)c(C)c2oc1=O,0.4,-2,-7,-17,-185,-25,4,14
Cn1c(=O)c2c(ncn2CC(=O)OCC(=O)Nc2ccc(F)cc2Cl)n(C)c1=O,-1.0,3,5,1,10,-1,0,1
CC(=O)Nc1ccc(NC(=O)C2CCCN(C(=O)c3ccc(Cl)cc3)C2)cc1 (stereo unspecified),0.6,0,-5,4,4,4,-8,-5
Cc1ccc(NC(=O)Cn2nc(-c3ccccc3)nc2-c2ccccc2)c(C)c1,-1.3,5,-9,-4,16,-4,-6,-4
O=C1OCCC1Sc1nnnn1-c1ccc(Cl)cc1 (stereo unspecified),-1.4,1,-6,-14,7,-7,-1,6
CC(c1ccccc1)n1c(SCC(=O)N2CC(=O)Nc3ccccc32)nc2ccccc2c1=O (stereo unspecified),0.9,-5,-2,-7,11,2,6,-2
Cc1cccc(C)c1NC(=O)Nc1ccc(S(N)(=O)=O)cc1,-0.3,2,14,-6,24,-8,-2,-6
O=C(O)CNC(=O)c1ccc2c(c1)OCCO2,-1.4,-1,-4,-1,0,-1,-4,-1
COc1ccccc1OC(C)C(=O)N1CCc2ccccc21 (stereo unspecified),0.2,2,10,-13,10,-9,-5,2
CN(C)Cc1c(O)ccc2oc(Cc3ccccc3)cc12,24,-1,8,-4,13,4,-3,8
C[C@@H](Nc1nc(-c2ccccc2)nc2c1oc1ccccc12)C(=O)O,-1.4,5,-21,-6,3,6,-7,-7

# By substructure: those above with a tert-butyl group (two)
SMILES,MPTP block,GRIN3A LBD mod,PfGluPho inh,SENP6 block,SENP8 inh,ATG4B inh,HKDC1 inhibitor,SENP7 block
Cc1cccc(N(C(=O)Cn2nnc3ccccc32)C(C(=O)NC(C)(C)C)c2ccsc2)c1 (stereo unspecified),0.1,3,-3,2,19,-12,1,7
CC(C)(C)S(=O)(=O)Cc1nc(-c2ccc(Cl)c(Cl)c2)cs1,1.6,2,12,-15,22,-4,-5,1
